Source: PubChem BioAssay (several laboratories)
NPR1 activator = GC-A stimulated cGMP production enhancers – HEK293 GC-A cells, cGMP TR-FRET, EC30 ANP, primary screen; Atrial natriuretic peptide receptor 1 (Homo sapiens), P16066; 0% at EC30 ANP, 100% saturating ANP; activation, % at 10 µM; hit rate 0.14% among 370,000; in the data active = activation above about 40%
NPR2 activator = human GC-B receptor activators, primary screen, HEK293 GC-B cells, cGMP TR-FRET, EC30 CNP; Atrial natriuretic peptide receptor 2 (Homo sapiens), P20594; 0% at EC30 CNP, 100% saturating CNP; activation, % at 10 µM; hit rate 0.11% among 370,000; AID 1920062, 2024;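 active = activation at 10 µM reaching about 35% in either raw or pattern-adjusted values, limit read from the data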
mABHD4 FP = ABHD4 inhibitors, primary screen, biochemical, fluorescence polarization, mouse; hit rate 0.54% among 370,000; (Lyso)-N-acylphosphatidylethanolamine lipase (Mus musculus), Q8VD66; purified mABHD4, FP-Rh probe fluorescence polarization; inhibition, % at 8.92 µM;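 active = inhibition exceeding the mean over every tested compound plus 3 SD, cut at about 30% in these data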;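 also: 0% = plate median of compound wells and 100% = S159A mutant with DMSO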
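Assay system: mABHD4 protein; medium: HEPES pH 7.0, NaCl, Pluronic buffer; dosing: 8.92 µM, single dose; schedule: 45 min + 60 min at 25 °C; signal: FP readout, ex 525 nm / em 598 nm; read-out: normalized percent inhibition of probe labeling; repeats: single replicate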
ARFGAP1 inh = inhibitors of rat ARFGAP1 GAP activity, primary screen, biochemical, fluorescence polarization, GDP tracer; AID 651572, 2012; Arfgap1-stimulated ARF1 GTP hydrolysis, GDP FP detection; hit rate 0.26% among 360,000; inhibition, % at 16.5 µM; ADP-ribosylation factor GTPase-activating protein 1 (Rattus norvegicus), Q62848;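 active = inhibition above a per-plate limit, mean inhibition of low control wells plus 3 SD, cut at about 25% in these data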;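 also: 0% = DMSO wells with enzyme and 100% = wells lacking Arfgap1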
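Material – truncated rat Arfgap1 GAP domain · Buffer or medium – HEPES-based buffer, pH 7.5 · Reagent – human ARF1(Δ1-17)-GTP substrate · Dosing – 16.5 µM single point, 1.26% DMSO · Schedule – GTP hydrolysis reaction 2 h at 25 °C · Technique – GDP detection by fluorescence polarization · Benchmarks – No-Arfgap1 wells (100%) versus DMSO full-reaction wells (0%) · Repeats – single replicate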
Rev-erbA mod = modulators of Rev-erb alpha DNA binding, primary screen, biochemical, FITC-DNA, fluorescence polarization, uHTS; Nuclear receptor subfamily 1 group D member 1 (Homo sapiens), P20393; Rev-erbα–FITC-DNA binding, 90 min; activity, % at 10 µM; hit rate 0.79% among 370,000; AID 1259318, 2017;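 active = activity above about 14%, limit read from the data; passing the limit was not always enough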;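 also: 0% = DMSO wells with 35 nM protein and 100% = DMSO wells with 750 nM protein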
Target sequence (P20393 whole entry, looked up): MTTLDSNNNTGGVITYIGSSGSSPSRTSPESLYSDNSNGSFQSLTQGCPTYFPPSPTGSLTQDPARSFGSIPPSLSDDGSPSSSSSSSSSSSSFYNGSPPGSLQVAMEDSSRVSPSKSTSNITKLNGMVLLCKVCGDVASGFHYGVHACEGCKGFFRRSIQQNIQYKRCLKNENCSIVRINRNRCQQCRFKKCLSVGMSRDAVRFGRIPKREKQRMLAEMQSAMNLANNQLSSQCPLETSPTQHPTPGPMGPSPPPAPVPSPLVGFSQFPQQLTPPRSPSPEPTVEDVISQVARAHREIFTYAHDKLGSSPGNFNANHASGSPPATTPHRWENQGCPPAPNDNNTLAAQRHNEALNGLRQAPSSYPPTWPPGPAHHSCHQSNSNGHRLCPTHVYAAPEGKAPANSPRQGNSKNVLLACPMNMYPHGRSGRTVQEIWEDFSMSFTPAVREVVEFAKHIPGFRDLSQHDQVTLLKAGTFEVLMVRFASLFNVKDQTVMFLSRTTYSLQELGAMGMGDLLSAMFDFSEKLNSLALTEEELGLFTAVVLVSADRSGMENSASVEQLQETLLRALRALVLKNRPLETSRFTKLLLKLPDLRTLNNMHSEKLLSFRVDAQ
SMARCA2 activ = SMARCA2 (BRM) function activators, primary screen, cell-based, luminescence, high throughput; MG213 cells, MMTV-luciferase reporter, dexamethasone, overnight; hit rate 1% among 370,000; activation, % at 9.1 µM; AID 652017, 2013; in the data active = activation above about 7.8%;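 also: 0% = vehicle wells and 100% = reference activator wells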
PG9 binder = binders of HIV-1 gp120 antibody PG9, primary screen, biochemical, TR-FRET. inhibition, % at 6.7 µM. HIV-1 gp120 / PG9 antibody interaction. AID 624416, 2012. TR-FRET gp120-PG9 antibody binding. hit rate 0.43% among 360,000; in the data active = inhibition above about 8.5%
HTRA1 inh = HTRA1 serine protease inhibitors, primary screen, biochemical, fluorescence polarization, HTS. recombinant HTRA1, FP-rhodamine activity-based probe. inhibition, % at 5.96 µM. hit rate 0.5% among 340,000. AID 504803, 2011; in the data active = inhibition above about 36%;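 also: 0% = enzyme with DMSO and 100% = wells lacking enzyme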
rCAG binder = binders of r(CAG) RNA repeats, primary screen, biochemical, fluorescence; AID 651821, 2012; hit rate 1.3% among 370,000; r(CAG) RNA repeat, TO-PRO-1 dye displacement fluorescence; inhibition, % at 3 µM;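 active = inhibition above the plate cutoff, the mean of all test compounds on that plate plus 3 SD, cut at about 35% in these data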;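 also: 0% = DMSO alone and 100% = 100 µM mitoxantrone as full dye displacement; higher means more dye released from RNA so lower well fluorescence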
ASAP1 GAP inh = inhibitors of human ASAP1 ArfGAP activity, primary screen, biochemical, fluorescence polarization; inhibition, % at 16.5 µM; hit rate 0.19% among 360,000; ASAP1-stimulated ARF1 GTP hydrolysis, GDP FP detection; in the data active = inhibition above about 25%;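 also: 0% = vehicle with enzyme and substrate and 100% = no enzyme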
Target sequence (Q9ULH1 325-724 limits assumed): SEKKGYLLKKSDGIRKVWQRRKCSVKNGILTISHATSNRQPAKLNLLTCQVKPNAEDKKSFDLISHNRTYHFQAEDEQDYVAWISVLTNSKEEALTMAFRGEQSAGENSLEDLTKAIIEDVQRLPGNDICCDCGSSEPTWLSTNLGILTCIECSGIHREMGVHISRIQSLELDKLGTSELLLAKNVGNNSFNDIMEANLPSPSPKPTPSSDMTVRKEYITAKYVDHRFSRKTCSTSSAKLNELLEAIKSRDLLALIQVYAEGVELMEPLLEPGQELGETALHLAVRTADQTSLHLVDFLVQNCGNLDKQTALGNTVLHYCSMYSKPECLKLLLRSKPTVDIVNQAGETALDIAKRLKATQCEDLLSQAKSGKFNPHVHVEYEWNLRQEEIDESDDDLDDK
* marks the source's active call; other numbers are inactive results; nt = no result given; & = joins results of further samples.

1: Cc1c(Oc2cc(NN3CCCCC3)c([N+](=O)[O-])cc2[N+](=O)[O-])cccc1[N+](=O)[O-]
2: CCC(=NCC1CCCO1)c1c(O)[nH]c(=O)[nH]c1=O (stereo unspecified)
3: Cc1cc(C)c2c(c1)NP(=S)(c1ccccc1)N2 (stereo unspecified)
4: Cc1ccc(OC(=O)N(C)C[C@@H]2OCc3ccccc3-c3c(n(C)c4ccccc34)C(=O)N([C@H](C)CO)C[C@H]2C)cc1
5: Cc1cccc(N2CCN(Cc3ccc4c(c3)OCO4)CC2)c1C
6: O=C(c1ccccc1F)N1C[C@H]2C[C@@H](C1)c1cccc(=O)n1C2
7: CCOC(=O)C1=C(C)OC(N)=C(C(=O)OCC)[C@@]12C(=O)N(CC(N)=O)c1ccccc12
8: COC(=O)C1=C(c2ccc(-c3ccccc3)c(F)c2)C[C@@H]2CC[C@H]1N2C(=O)NCc1ccc(F)cc1
Compound	1	2	3	4	5	6	7	8
NPR1 activator	-4	1	-10	-3	1	1	-2	-1
NPR2 activator	-5	1	-7	1	0	-6	1	-7
mABHD4 FP	4	-4	-4	2	12	1	6	-3
ARFGAP1 inh	8	-4	-8	-1	-4	16	4	-8
Rev-erbA mod	2	2	-1	2	-3	-3	4	0
SMARCA2 activ	-1	-2	9.9*	-4	-3	0	-2	-4
PG9 binder	1.5	0.7	-5.1	-0.8	4.1	0.5	-2.8	-2.0
HTRA1 inh	7	1	-19	nt	-3	6	6	-37
rCAG binder	5	3	2	8	-2	-1	-9	5
ASAP1 GAP inh	-9	-11	3	3	-14	4	5	14

9: Cn1c(O)c(Cc2cccc(Cl)c2Cl)c(=O)n(C)c1=O
10: COC(=O)C1=C(c2ccc(F)cc2OCc2ccccc2)C[C@@H]2CC[C@H]1N2C(=O)NCCCOC(C)C
11: COC(=O)c1cccc(N=Cc2c(O)n(Cc3ccc(F)cc3)c(=O)[nH]c2=O)c1
12: CCC1(Cc2ccccc2)C(=O)NC(=S)N(C)C1=O (stereo unspecified)
13: Cc1ccc(/C=C2/C(=O)NC(=O)N(C)C2=O)cc1
14: COc1ccc(SCC2CN(C)CCC2c2ccc(F)cc2)cc1 (stereo unspecified)
15: O=S1(=O)CC2(N3CCOCC3)CCCCC21 (stereo unspecified)
16: Cc1cccc(-n2c(/C=C/c3ccccn3)nc3ccccc3c2=O)c1
Compound	9	10	11	12	13	14	15	16
NPR1 activator	4	-4	-2	1	5	-6	0	-1
NPR2 activator	0	-11	2	8	6	-12	2	11
mABHD4 FP	-3	-10	-3	-3	4	4	4	-2
ARFGAP1 inh	-4	-8	2	12	-6	4	-3	10
Rev-erbA mod	5	2	616*	2	1	0	-1	-5
SMARCA2 activ	-2	-1	-2	-2	-5	3	1	-1
PG9 binder	0.4	1.3	-2.5	-0.5	1.1	-1.2	-2.2	1.5
HTRA1 inh	4	-2	nt	0	7	-3	3	9
rCAG binder	-5	-3	0	3	1	-4	0	1
ASAP1 GAP inh	14	3	-3	-3	1	13	-10	6

17: Cc1ncc(CN2CCCC(C(=O)c3sccc3C)C2)s1 (stereo unspecified)
18: COC1=CC=C2[C@H]3Cc4ccc(OC)c5c4[C@@]2(CCN3C)C1O5 (stereo partly specified)
19: CC(C)(C)NCC(O)c1cc(Cl)c(N)c(Cl)c1 (stereo unspecified)
20: CN(C)CCc1nn[nH]n1
21: CN(C)CCN(C(=O)COc1ccc(Cl)cc1)c1nc2cc3c(cc2s1)OCO3
22: CCOC(=O)C1SC2(C(F)(F)C(F)F)CC1(O)c1c(c(OC)c3occc3c1OC)O2 (stereo unspecified)
23: CC/C(=N\Nc1ccccc1)c1c(O)n(-c2ccc(OC)cc2)c(=O)[nH]c1=O
24: COc1cc(C)c(-c2nc(CN3C[C@@H]4C[C@@H](C3)c3cccc(=O)n3C4)c(C)o2)cc1C
Compound	17	18	19	20	21	22	23	24
NPR1 activator	2	-2	-2	5	-5	-2	-3	-1
NPR2 activator	3	-3	1	3	-5	-3	-2	0
mABHD4 FP	0	1	3	-7	-2	-19	4	-10
ARFGAP1 inh	-5	3	1	7	1	7	4	-3
Rev-erbA mod	1	5	-2&-5	-1	-3	3	6	0
SMARCA2 activ	-1	-6	1	0	6	-2	0	-5
PG9 binder	1.0	-0.4	-2.2	-0.5	-2.5	-1.6	-3.3	-2.5
HTRA1 inh	9	-5	6	0	3	-19	6	-7
rCAG binder	-5	2	2	-3	2	-9	4	0
ASAP1 GAP inh	3	-10	-4	-7	6	-10	13	-1

25: O=C(N/N=C/c1c(O)n(CCc2ccccc2)c(=O)[nH]c1=O)c1ccccc1
26: O=C1N[C@H](Cc2ccccc2)C(=O)N2[C@@H]3[C@H](C[C@@H]12)c1ccccc1N3OOSc1ccccc1
27: O=C(NC(=S)N1C[C@H]2C[C@H](C1)c1cccc(=O)n1C2)c1ccc(Cl)cc1Cl
28: CC1CCN(CC(=O)c2ccccc2Cl)CC1
29: CCCNS(=O)(=O)c1ccc(OCC(=O)N2CCN(Cc3ccccc3)CC2)cc1
30: CNC(=S)N(C)CCc1cc2c(c(OC)c1/C=C1/C(=O)NC(=O)N(C)C1=O)OCO2
31: CC(=O)Nc1ccccc1C(=O)OCc1cccc(F)c1
32: COc1ccc(Cn2c(O)c(C=Nc3c(C)n(C)n(-c4ccccc4)c3=O)c(=O)[nH]c2=O)cc1
Compound	25	26	27	28	29	30	31	32
NPR1 activator	0	-1	-1	1	5	-4	1	-1
NPR2 activator	1	0	4	11	-3	5	4	2
mABHD4 FP	9	0	-3	6	0	10	-1	-2
ARFGAP1 inh	10	-7	13	9	8	-12	1	-2
Rev-erbA mod	8	-3	-5	6	-3	-2	4	-2
SMARCA2 activ	0	0	0	5	-1	-1	1	1
PG9 binder	0.4	-0.5	-0.3	-1.4	-0.8	-3.0	0.6	-4.3
HTRA1 inh	nt	-9	-7	-2	9	3	-6	1
rCAG binder	7	3	0	-2	-7	-3	-5	-3
ASAP1 GAP inh	-9	4	7	2	-6	-7	-5	-9

33: Cc1cccc(N2CCc3c2nc2ccccc2c3N)c1
34: CN1CCN(C(=O)COc2ccc(C(C)(C)C)cc2Br)CC1
35: Cc1nn(-c2ccccc2)c2c1CC1(C(=O)N(C)C(=O)N(C)C1=O)C1CCCCN21 (stereo unspecified)
36: Nc1ncc([N+](=O)[O-])s1
37: CC1CCCC(C)N1/N=C/c1c[nH]c2ccc(Br)cc12 (stereo unspecified)
38: O=P(Oc1ccccc1)(Oc1ccccc1)C(Nc1ccccc1)c1ccccc1 (stereo unspecified)
39: CN(C(=O)CNC(=O)OCc1ccccc1)c1ccc(Br)cc1C(=O)c1ccccc1Cl
40: Cc1ccc(C(=O)n2cc(CCN3CCS(=O)(=O)CC3)c3ccccc32)cc1
Compound	33	34	35	36	37	38	39	40
NPR1 activator	6&5	3	0	-2	-11	-21	-14	-3
NPR2 activator	3&-2	-6	-1	-8	-13	-2	-4	0
mABHD4 FP	8&0	-1	3	-11	4	-10	-7	-4
ARFGAP1 inh	0&14	-2	-13	5	10	-2	1	9
Rev-erbA mod	-1&6	2	0	-2	3	7	-5	4
SMARCA2 activ	-2&-1	3	-4	-7	-1	1	-1	-2
PG9 binder	2.9&-0.9	0.1	-1.7	-2.1	-1.2	0.7	0.4	-0.3
HTRA1 inh	-16&6	4	-3	0	-6	-3	-41	-5
rCAG binder	9&10	-8	-2	0	-2	-3	3	-4
ASAP1 GAP inh	-2&4	-6	-4	-7	22	15	-10	8

41: O=C(COc1ccccc1)c1cn(Cc2ccccc2)c2ccccc12
42: COC(=O)C1=C(c2cccc(OC)c2OC)C[C@@H]2CC[C@H]1N2C(=O)NCc1ccc(C(F)(F)F)cc1
43: CN1[C@@H]2CCC[C@H]1CC(=O)C2
44: C[C@H](CO)N1C[C@H](C)[C@H](CN(C)C(=O)Oc2cccc3ccccc23)OCc2cnnn2CCCC1=O
45: O=c1[nH]c(=O)n(CCC2=CCCCC2)c(O)c1/C=N/Nc1cccc2ccccc12
46: C/C(Cl)=C/CC1(CN2CCCC2=O)C(=O)NC(=O)NC1=O
47: Cc1ccnc(NS(=O)(=O)c2ccc(N=Cc3c(O)n(C)c(=O)n(C)c3=O)cc2)n1
48: COc1ccc(C=C2C(=O)N(C)C(=O)N(C)C2=O)cc1CSc1ccccn1
49: CCCCCCn1c(=O)c(C(=O)Nc2cnccn2)c(O)c2ccccc21
50: CCN(CC)P(=O)(NC(=O)c1cccn1C)N(CC)CC
Compound	41	42	43	44	45	46	47	48	49	50
NPR1 activator	3	-1	1	1	-4	2	-3	-2	11	0
NPR2 activator	-2	4	3	2	-2	3	6	-1	1	-3
mABHD4 FP	-28	-1	3	-4	33*	-4	-5	0	0	4
ARFGAP1 inh	2	3	-2	0	2	-8	-3	-2	1	12
Rev-erbA mod	2	-2	-5	-16	3	9	1	-4	14*	-3
SMARCA2 activ	-3	1	0	-5	-2	1	2	2	2	-1
PG9 binder	2.9	-0.5	-0.9	-1.6	-3.2	1.4	-2.2	-2.4	-2.2	-0.4
HTRA1 inh	-40	-9	-2	1	31	2	4	-11	6	1
rCAG binder	2	-8	1	0	26	2	3	-1	-1	-5
ASAP1 GAP inh	3	-2	-11	-2	4	-3	-5	-7	-1	11

Exported with each value named: 4 of the compounds above.
#47 Cc1ccnc(NS(=O)(=O)c2ccc(N=Cc3c(O)n(C)c(=O)n(C)c3=O)cc2)n1
  NPR1 activator: -3 | NPR2 activator: 6 | mABHD4 FP: -5 | ARFGAP1 inh: -3 | Rev-erbA mod: 1 | SMARCA2 activ: 2 | PG9 binder: -2.2 | HTRA1 inh: 4 | rCAG binder: 3 | ASAP1 GAP inh: -5

#46 C/C(Cl)=C/CC1(CN2CCCC2=O)C(=O)NC(=O)NC1=O
  NPR1 activator: 2 | NPR2 activator: 3 | mABHD4 FP: -4 | ARFGAP1 inh: -8 | Rev-erbA mod: 9 | SMARCA2 activ: 1 | PG9 binder: 1.4 | HTRA1 inh: 2 | rCAG binder: 2 | ASAP1 GAP inh: -3

#43 CN1[C@@H]2CCC[C@H]1CC(=O)C2
  NPR1 activator: 1 | NPR2 activator: 3 | mABHD4 FP: 3 | ARFGAP1 inh: -2 | Rev-erbA mod: -5 | SMARCA2 activ: 0 | PG9 binder: -0.9 | HTRA1 inh: -2 | rCAG binder: 1 | ASAP1 GAP inh: -11

#41 O=C(COc1ccccc1)c1cn(Cc2ccccc2)c2ccccc12
  NPR1 activator: 3 | NPR2 activator: -2 | mABHD4 FP: -28 | ARFGAP1 inh: 2 | Rev-erbA mod: 2 | SMARCA2 activ: -3 | PG9 binder: 2.9 | HTRA1 inh: -40 | rCAG binder: 2 | ASAP1 GAP inh: 3

Some of the compounds tested (hit frequency here may not be typical).
